CHT inh: human CHT choline transport inhibition; hit rate 0.86% among 310,000; Q9GZV3; CHT-expressing cells, membrane potential dye, choline response; active compounds read low; B-score at 10 µM;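 active = B-score over 3 SD under the library average, and starting fluorescence ratio not unusually high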;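 note: choline stimulus applied at its EC90 after an EC20 pre-addition; B-score computed on integrated fluorescence ratio after choline addition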
KCNQ2 block: KCNQ2 channel blockers in CHO-K1 cells – cell-based, FluxOR thallium flux, B-score, primary screen (AID 2156). B-score at 10 µM. 20 min; active compounds read low. hit rate 1.1% among 310,000. O88943;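 active = fluorescence ratio B-score at most minus 3 library SDs, with starting brightness B-score within 2 library SDs, cut at about -5.5 in these data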
Target sequence (O88943 whole entry, looked up): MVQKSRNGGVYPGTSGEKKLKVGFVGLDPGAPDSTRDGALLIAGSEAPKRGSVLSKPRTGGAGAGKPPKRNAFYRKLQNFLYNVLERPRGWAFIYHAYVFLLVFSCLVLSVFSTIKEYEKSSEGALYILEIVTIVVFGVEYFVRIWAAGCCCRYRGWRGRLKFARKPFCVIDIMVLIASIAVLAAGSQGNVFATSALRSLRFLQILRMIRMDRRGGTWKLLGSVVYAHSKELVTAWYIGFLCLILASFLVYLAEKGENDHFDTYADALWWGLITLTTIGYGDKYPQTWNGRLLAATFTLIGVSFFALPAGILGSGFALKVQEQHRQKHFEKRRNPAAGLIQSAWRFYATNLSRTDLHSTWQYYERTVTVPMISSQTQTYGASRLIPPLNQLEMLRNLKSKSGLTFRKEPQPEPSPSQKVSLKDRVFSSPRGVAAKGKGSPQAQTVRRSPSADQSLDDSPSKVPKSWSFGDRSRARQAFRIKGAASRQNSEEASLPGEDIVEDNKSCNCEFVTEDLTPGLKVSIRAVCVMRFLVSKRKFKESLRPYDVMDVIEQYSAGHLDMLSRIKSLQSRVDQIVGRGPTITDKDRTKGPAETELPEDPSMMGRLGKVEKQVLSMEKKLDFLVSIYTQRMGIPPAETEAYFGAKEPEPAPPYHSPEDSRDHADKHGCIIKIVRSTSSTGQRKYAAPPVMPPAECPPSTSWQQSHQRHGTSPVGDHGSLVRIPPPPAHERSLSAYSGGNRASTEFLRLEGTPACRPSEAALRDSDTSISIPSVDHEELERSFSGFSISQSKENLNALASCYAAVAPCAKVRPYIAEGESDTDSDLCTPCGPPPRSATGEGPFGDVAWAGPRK
Calls only; i = inactive; / = not tested or not shown.

CHT inh	KCNQ2 block	Molecule
i	i	OCCN(CC(O)COc1ccccc1)CC(O)Cn1ccc2ccccc21 (configuration not stated)
i	i	CCC(C)NS(=O)(=O)c1cc2c3c(c1)CCC(=O)N3CCC2 (configuration not stated)
i	i	O=C(Nc1cccc(F)c1)c1ccc2ncsc2c1
i	i	CCOC(=O)Cc1csc(NC(=O)CC(C)(C)C)n1
i	i	O=c1c(-c2ccccc2)c(O)c2c(n1-c1ccccc1)CCCC2
i	i	COC(=O)CC1(c2ccc(OC)cc2)C(=O)c2ccccc2C1=O
i	i	COc1ccc2[nH]cc(/C=C/C(=O)c3ccccc3)c2c1
i	i	CS(=O)(=O)Nc1ccc(S(=O)(=O)NC2CCCCC2)cc1
i	i	CCOc1ccc(OCC)c(NC(=O)Nc2ccc3c(c2)N(C)C(=O)CS3)c1
i	i	CCn1cc(CNC(=O)/C=C/c2cnn(C)c2)c(C)n1
i	i	CC(C)C[C@@H](COc1ccccc1)N1CCN(CC(C)C)CCC1=O
i	i	COC(=O)c1ccc(NC(CC(C)C)C(=O)OC)c([N+](=O)[O-])c1 (configuration not stated)

Continued:
CHT inh	KCNQ2 block	Molecule
i	i	O=C(O)c1cccc(NS(=O)(=O)c2ccc(-c3ccc(S(=O)(=O)Nc4cccc(C(=O)O)c4)cc3)cc2)c1
i	i	COc1ccccc1/C=N/NC(=O)c1nnn(-c2nonc2N)c1CSC1=NCCS1
i	i	Cc1cc(C)n(CCc2nc3c4ccccc4n(CC#N)c(=O)n3n2)n1
i	i	CC(=Nc1cccc(O)c1)c1sc2ccccc2c1O
i	i	CCCCNC(=NCc1cccc(C(F)(F)F)c1)Nc1ccccc1
i	i	CCn1c(=NC(=O)COc2ccccc2)sc2cccc(F)c21
i	i	O=C(Nc1cccc(C(=O)O)c1)/C(=C\c1ccccc1Cl)NC(=O)c1ccco1
i	i	COc1ccc(N(C)C(=O)c2onc3c2CCCC3)cc1
i	i	O=C(C1CCN(Cc2ccccc2)CC1)N1CCN(C/C=C/c2ccccc2)CC1
i	i	C=CC[N+]1(CC=C)CCOCC1
i	i	CN(Cc1cn(-c2ccccc2)nc1-c1ccc(F)cc1)C(=O)CCC(=O)O
i	i	O=C(O)c1cccc2c1C(=O)N(C1CCCCC1)C2

Later entries:
CHT inh	KCNQ2 block	Molecule
i	i	O=C(O)CNS(=O)(=O)c1ccc2c(c1)Cc1cc(S(=O)(=O)NCC(=O)O)ccc1-2
i	i	Cc1ccc(C)c(S(=O)(=O)NC(CCC(N)=O)C(=O)O)c1 (configuration not stated)
i	i	O=C(/C=C/c1ccc(Br)cc1)NC(=S)Nc1ccc(S(=O)(=O)Nc2nccs2)cc1
i	i	CSCCC(NC(=O)c1ccco1)C(=O)O (configuration not stated)
i	i	CC(C)Cn1c(-c2cccs2)nc2ccccc21
i	/	Cc1ccc(N2C(=N)/C(=C3/Nc4ccccc4S3)C(c3ccccc3)C2=O)cc1 (configuration not stated)
i	i	S=c1[nH]nc(Cn2cnc3ccccc32)n1-c1ccccc1
i	i	CC(C)(C)c1ccc(-c2n[nH]c(=S)n2C2CCCC2)cc1
i	i	Cc1ccc(NC(=O)c2ccccc2NC(=O)c2cccnc2)cc1
i	i	O=C(O)COc1ccc(Nc2ccccc2)cc1
i	i	C/C=C\C=C\C(=O)Nc1cccc(C2=NOC3(C2)C[C@@H](C(N)=O)N(C(=O)C(c2ccccc2)c2ccccc2)C3)c1 (some centres not stated)
i	i	O=C(COC(=O)c1cc([N+](=O)[O-])ccc1N1CCOCC1)NCc1ccc(Cl)cc1Cl

The list goes on.
CHT inh	KCNQ2 block	Molecule
i	i	COc1ccc(S(=O)(=O)N(CCc2ccccc2)CC(N)=O)cc1
i	i	O=C(O)c1ccc(N2C(=O)CC(N3CCN(c4cccc(Cl)c4)CC3)C2=O)cc1 (configuration not stated)
i	i	CC(C)Sc1cc(N2CCOCC2)nc(-c2ccccc2)n1
i	i	CCCCN(CC)CCNC(=O)C1CCN(S(=O)(=O)c2cccc3nsnc23)CC1
i	i	COc1ccc(NS(=O)(=O)c2ccc3[nH]c(=O)[nH]c3c2)cc1OC
i	i	O=C(Nc1ccc2c(c1)Cc1ccccc1-2)c1ccncc1
i	i	COc1ccc(OCCn2cc(/C(N)=N/O)c3ccccc32)cc1
i	i	CCn1c(=O)c(C(=O)NC(C)C)c(O)c2ccccc21
i	i	COc1ccccc1C(=O)NC(=S)Nc1ccc(N2CCN(C(=O)c3ccco3)CC2)cc1
i	i	COc1ccc(S(=O)(=O)Cc2ccc(C(=O)NCCc3cc(OC)ccc3OC)o2)cc1
i	i	O=C1C2=C(c3ccccc31)[N+](=O)[C@@H]1CCCC[C@@H]1N2[O-]
i	i	COc1ccc([C@H]2/C=C\CN(S(=O)(=O)c3cccc4cccnc34)[C@@H](C)C(=O)N2Cc2ccc(F)cc2)cc1

The list continues.
CHT inh	KCNQ2 block	Molecule
i	i	CC(=O)n1cc(/C=N/NC(=O)c2ccc([N+](=O)[O-])cc2)c2ccccc21
i	i	CCCCCCC1CCC(C(=O)Nn2c(C)nc3ccccc3c2=O)CC1 (configuration not stated)
i	i	COc1cc2ncnc(NCc3ccco3)c2cc1OC
i	i	Cn1cc(Cl)c(C(=O)NC2CCCC2)n1
i	i	O=[N+]([O-])c1ccc(C=Nc2ccc(Cl)cc2Cl)s1
i	i	CN(C)/C=C/C(=O)c1ncc(C(F)(F)F)cc1Cl
i	i	CC(=O)c1ccc(OC(C)C)c(CSc2nc(O)cc(=O)[nH]2)c1
i	i	COc1cc(C(=O)NNC(=O)CNC(=O)c2ccc(Br)o2)cc(OC)c1OC
i	i	Cc1ccc(/C=c2\sc3nc(-c4ccccc4Br)nn3c2=O)o1
i	i	COc1cccc(C2=CC(c3cc(OC)ccc3OC)n3nnnc3N2)c1 (configuration not stated)
i	i	COc1cc(OC)nc(NC(=O)CS(=O)(=O)c2ccccc2)n1
i	i	Cc1ccc(N(CC(=O)NCC2CCCO2)S(=O)(=O)c2ccccc2)c(C)c1 (configuration not stated)

The listing continues:
CHT inh	KCNQ2 block	Molecule
i	i	CC(C)Sc1oc(-c2ccco2)nc1S(=O)(=O)c1ccc(F)cc1
i	i	CCOc1ccc(N2CC(C(=O)N3CCN(C(=O)c4ccco4)CC3)CC2=O)cc1 (configuration not stated)
/	i	CCCC(c1nnnn1CCOC)N1CCN(c2cccc(OC)c2)CC1 (configuration not stated)
i	i	Cc1sc2nc(CN3CCCC3)nc(NCc3ccncc3)c2c1C
i	i	COc1ccc(CN2CCNC(=O)C2CC(=O)NCCSc2nccn2C)cc1OC (configuration not stated)
i	i	CC1=C(C(=O)OCc2ccccc2)C(c2ccc(N(C)C)cc2)NC(=O)N1 (configuration not stated)
i	i	CCOc1ccc(NC(=O)C2CCN(C(=O)NCc3ccccc3)CC2)cc1
i	i	CN1CCN(C(c2ccc(Br)cc2)c2cc(Cl)c3cccnc3c2O)CC1 (configuration not stated)
i	i	CNC(=O)n1cc(C)c(-c2cccs2)n1
i	i	CCCCC(=O)Nc1nc(C)c(C(C)=O)s1
i	i	COc1cccc(NC(=O)C2CSC3(C)CCC(=O)N23)c1 (configuration not stated)
i	i	COc1cc(/C=N/NC(=O)c2cccnc2)ccc1OS(=O)(=O)c1ccc(F)cc1

(list continues)
CHT inh	KCNQ2 block	Molecule
i	i	O=C(NC1CC1)c1ccc(-c2ccccc2)cc1
i	i	C[C@@H](C(=O)Nc1nc2ccccc2s1)N1C(=O)C2CC=CCC2C1=O (some centres not stated)
i	i	CC1(C)CC(=O)c2cc(N=C/C(C(=O)c3ccccc3)=C(\O)c3ccccc3)c(=O)oc2C1
i	i	Cc1ccc(C(=O)NC2CC3CCCC(C2)N3Cc2ccccc2)cc1 (configuration not stated)
i	i	Fc1ccc(-n2c(-c3ccc4c(c3)OCO4)n[nH]c2=S)cc1Cl
i	i	COc1cccc2cc(C(=O)NCC3CCCO3)c(=O)oc12 (configuration not stated)
i	i	Cn1c(-c2ccc(F)cc2)cnc1NCc1ccc(F)cc1
i	i	CCOc1cc(CNC(C)C)c(Cl)cc1OCC(=O)NCCc1ccccc1
i	i	N#CCCCn1c(-c2ccccc2)noc1=O
i	i	O=C1CC(c2ccc(Cl)cc2)SC(N(c2ccccc2)c2ccccc2)=N1 (configuration not stated)
i	i	Cc1ccccc1OCCC(=O)OCC(=O)Nc1c(C)nn(-c2ccccc2)c1C
i	i	CC(=O)N(C)c1ccc(N=C2C(=O)Nc3ccccc32)cc1

Next section
CHT inh	KCNQ2 block	Molecule
i	i	COC(=O)[C@@]1(Cc2ccc(OC)cc2)[C@H]2c3cc(C(=O)N(C)C)[nH]c3C[C@H]2CN1C(=O)c1ccccc1
i	i	COc1ccc(CCNC(=O)C(=O)NCC2OCCN2S(=O)(=O)c2ccc(OC)c(C)c2)cc1 (configuration not stated)
i	i	Cc1ccccc1Nc1c([N+](=O)[O-])ccc2c1=NC1(CCCCC1)N=2
i	i	CCOC(=O)c1cc2sc(C)cc2n1CC(=O)NCCc1ccccc1
i	i	CCc1cc(=O)oc2c3c(cc(OCC(=O)NCc4ccco4)c12)OC(C)(C)CC3
i	i	[O-]c1n[n+](-c2ccc(Cl)cc2Cl)cc2ccccc12
i	i	COc1ccc(-n2ccc(=O)c(C(=O)Nc3ccc(S(=O)(=O)Nc4nccs4)cc3)n2)cc1
i	i	N#C/C(=N\Nc1cccc(F)c1)C(=N)N1CCCCCC1
/	i	O=S(=O)(c1cccc(S(=O)(=O)N2CCC(N3CCCCC3)CC2)c1)N1CCOCC1
i	i	CC(C)CNS(=O)(=O)c1ccc(S(=O)(=O)N2CCC3(CC2)OCCO3)cc1
i	i	C=CCNC(=O)c1onc(CSc2cccc(OC)c2)c1C(=O)NCC=C
i	i	CN(C)C(=O)[C@H]1C[C@H]1[C@@H](O)[C@H](CO)NC(=O)[C@H](COCc1ccccc1)NC(=O)OC(C)(C)C

Next part
CHT inh	KCNQ2 block	Molecule
i	i	Cc1ccc(OCCNS(=O)(=O)c2ccc(N3CCCC3=O)cc2)cc1
i	i	Cc1ccc(S(=O)(=O)Nc2c(C)n(C)n(-c3ccccc3)c2=O)cc1
i	i	O=C(O)CCC(=O)Nc1cccc(C(=O)Nc2ccc(Br)cc2)c1
i	i	N#Cc1c(N)sc2c1CCN(C(=O)OCc1ccccc1)C2
i	i	O=C(Nc1ccc(F)cc1)c1ccc2c(=O)n3c(nc2c1)CCCCC3
i	i	CC(C)OC(=O)/C(=C/c1ccco1)c1ccccc1
i	i	Cc1cccc(NS(=O)(=O)c2ccc(-c3cnc(C4CC4)o3)cc2)c1
i	i	COc1ccc(C(=O)N/C(=C\c2ccco2)C(=O)NCCCn2ccnc2)cc1
i	i	CCCC(=O)Nc1ccc(C(=O)NCCc2ccc(F)cc2)cc1
i	i	Cc1cc(C(=O)Nc2cccnc2)cs1
i	i	COc1ccccc1N1CCN(C(=O)c2ccc(N(C)S(=O)(=O)c3ccccc3)cc2)CC1
i	i	O=[N+]([O-])c1cc([N+](=O)[O-])c2n[nH]c(-c3ccccc3)c2c1

The list continues.
CHT inh	KCNQ2 block	Molecule
i	i	COc1cccc(-c2cc(C(=O)N3CCN(S(=O)(=O)c4ccccc4)CC3)[nH]n2)c1
i	i	COC(=O)c1c(C)[nH]c(C(=O)/C=C/c2ccccc2Cl)c1C
i	i	Cc1nn(CC(=O)N2CCN(c3cccc(C(F)(F)F)c3)CC2)c(=O)c2cccn12
i	i	CC1(C)CC(C(=O)NCCC(c2ccccc2)c2ccco2)CCO1 (configuration not stated)
i	i	Cc1ccccc1OCCC(=O)Nc1c(C)n(C)n(-c2ccccc2)c1=O
i	i	O=C(CSc1nnc(CNC(=O)c2ccc(F)cc2)o1)Nc1ccc2c(c1)OCCO2
i	i	CCOc1cccc(NC(=O)CC#N)c1
i	i	COc1ccc(C(=O)N2CCCC(C(=O)O)C2)c2ccccc12 (configuration not stated)
i	i	CCCCc1cc(=O)oc2cc(C)cc(OCC(=O)Nc3cccnc3)c12
i	i	Cc1ccccc1-n1c(-c2csc3ccccc23)n[nH]c1=S
i	i	COc1cc2c(cc1OC)CN(C(=O)CSc1nc(N)c(C#N)cc1C#N)CC2
i	/	CS(=O)(=O)c1ccc(C(=O)Nc2cc(-c3ccccc3)nn2-c2ccccc2)cc1

(more compounds)
CHT inh	KCNQ2 block	Molecule
i	i	CC1CCN(Cc2csc(N)n2)CC1
i	i	CNC(=O)c1ccc(Nc2nnc(-c3ccc(C)c(S(N)(=O)=O)c3)c3ccccc23)cc1
i	i	COc1ccc(-n2c(=S)[nH]c3cc(C(=O)N4CCN(c5ccccc5)CC4)ccc3c2=O)cc1
i	i	Cn1nc(-c2ccc(C(=O)N3CCN(CCO)CC3)cc2)c2ccccc2c1=O
i	i	COc1ccc(CCNC(=O)CCNC(=O)c2ccco2)cc1
i	i	CCn1c(=O)cc(SCC(=O)NCCCN2CCC(C)CC2)c2ccccc21
i	i	CC(=O)n1cc(N(C(=O)CCl)c2ccccc2)c2ccccc21

Screens as filed in PubChem.
